# NTR1 agonist – NTR1-driven beta-arrestin-GFP spot formation – imaging, U2OS cells, high content, primary screen (AID 493036); P30989; agonist mode; activation, % at 20 µM; 330,000 tested, 0.17% active;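 active means activation at or above 40% of the spot to cytoplasm intensity ratio, with at least 20 cells analyzed; inconclusive means wells under 20 cells, flagged as cytotoxic or low count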;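 further: 0% = DMSO without peptide and 100% = 100 nM NTR1 peptide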
# Target sequence (P30989 whole entry, looked up): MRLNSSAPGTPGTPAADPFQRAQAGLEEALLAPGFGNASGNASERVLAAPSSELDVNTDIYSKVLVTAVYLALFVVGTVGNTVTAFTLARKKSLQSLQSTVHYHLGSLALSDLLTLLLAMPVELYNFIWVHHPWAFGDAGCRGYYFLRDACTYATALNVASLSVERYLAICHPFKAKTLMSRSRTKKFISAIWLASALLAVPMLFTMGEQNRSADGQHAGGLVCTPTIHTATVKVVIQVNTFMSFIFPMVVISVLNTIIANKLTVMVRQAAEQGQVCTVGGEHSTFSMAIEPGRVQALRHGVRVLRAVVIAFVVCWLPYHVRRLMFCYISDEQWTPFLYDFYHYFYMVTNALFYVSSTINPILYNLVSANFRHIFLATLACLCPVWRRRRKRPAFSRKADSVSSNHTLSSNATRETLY
# AID2073 – disruptors of CaV2.2 binding to Mint1 – biochemical, HTRF (AID 2073) | HTRF protein-protein interaction, Mint1-CaV2.2; higher % means a stronger effect | inhibition, % at 20 µM, or IC50 in µM where a hit was titrated | 290,000 tested, 0.19% active; in the data active means inhibition mostly above about 51%, no sharp cut-off; inconclusive means no clear call, values can overlap the other calls; inactive means mostly below about 53%; further: some results filed as inactive read as strong as hits
# K1F lysis inhibition – inhibition of K1F phage lysis, E. coli UTI89, bacterial capsule biogenesis inhibitors, alamar blue (AID 488966). E. coli UTI89 K1F phage lysis, alamar blue, 2 h; higher % means a stronger effect. inhibition, % at 100 µM, or IC50 in µM where a hit was titrated. 340,000 tested, 0.02% active;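 active means phage lysis inhibition, versus mean bacterial control, above a set limit; inconclusive means no clear call, values can overlap the other calls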;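 further: capsule biogenesis inhibitors block K1F phage lysis so surviving cells raise fluorescence; higher fluorescence means more inhibition of phage lysis; actives were called in the ten point dose series up to 300 µM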
# GPR55 activation – GPR55 agonists via beta-arrestin recruitment, primary screen, imaging, U2OS cells, beta-arrestin-GFP redistribution (AID 1961); U2OS GPR55 beta-arrestin-GFP redistribution imaging; higher % means a stronger effect; activation, % at 10 µM, or EC50 in µM where a hit was titrated; 290,000 tested, 0.048% active;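 active means activation above 40% with more than 50 cells counted in the well; inconclusive means wells holding fewer than 50 cells, flagged as toxic or sparse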;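 further: U2OS osteosarcoma cells stably expressing GPR55 and beta-arrestin-GFP; plate controls were DMSO negative control for no effect and LPI positive control for full effect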
# GPR35 antagonists – GPR35 antagonists blocking zaprinast-driven arrestin recruitment, primary screen, imaging, U2OS, beta-arrestin-GFP, zaprinast agonist (AID 2058); inhibition, % at 10 µM, or IC50 in µM where a hit was titrated; 290,000 tested, 0.052% active; U2OS GPR35 beta-arrestin-GFP translocation imaging, zaprinast antagonism; higher % means a stronger effect;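 active means inhibition of at least 50% with at least 30 cells and total cytoplasm GFP at most 10,000,000; inconclusive means under 30 cells or total GFP of 10,000,000 plus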
# GPR55 antagonists – inhibition of LPI-stimulated GPR55 beta-arrestin translocation – imaging, U2OS, beta-arrestin-GFP, LPI agonist, primary screen (AID 2013) | U2OS GPR55 beta-arrestin-GFP translocation imaging, LPI antagonism; higher % means a stronger effect | 290,000 tested, 0.13% active | inhibition, % at 10 µM; hits with a dose series show IC50 in µM;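 active means spots per cell inhibited over 60%, with over 100 cells counted and total cytoplasm intensity under 500,000; inconclusive means wells with under 100 cells, flagged as likely toxic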;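 further: U2OS cells stably carrying GPR55 and arrestin-GFP stimulated by 5 µM LPI near EC80; imaged beta-arrestin-GFP aggregate spots per cell after agonist stimulation; plate controls were LPI-stimulated DMSO wells for no effect and DMSO wells without LPI for full effect; some results filed as inactive read as strong as hits; confirmed hits need IC50 under 10 µM and bright autofluorescent wells are also inconclusive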
# Dengue-2 NS5 capping – Dengue-2 NS5 methyltransferase inhibitors, primary screen, biochemical, confirmation dose response (AID 588689) | Dengue-2 NS5 methyltransferase capping enzyme assay, biochemical; higher % means a stronger effect | one-dose inhibition, % at 25 µM; IC50 in µM for titrated hits | 340,000 tested, 0.3% active; in the data active means a potency from the dose series; inconclusive means inhibition above about 29% without an active follow-up result
# SIAH1 antagonists – Siah-1 peptide-binding antagonists, primary screen, biochemical, fluorescence polarization, rhodamine-plectin, uHTS (AID 1817); displacement, % at 20 µM; hits with a dose series show IC50 in µM; Siah-1 / rhodamine-plectin peptide fluorescence polarization; higher % means a stronger effect; 290,000 tested, 0.02% active;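 active means displacement of at least 50% at 20 µM, with a fluorescence ratio check between 0.3 and a set limit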;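 further: plate controls were Siah plus tracer with DMSO for no effect and tracer alone without Siah for full effect; strong numbers were not always called active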
# HIV fusion peptide – inhibitors of HIV fusion peptide binding, primary screen, biochemical, uHTS, fluorescence dequenching (AID 1986) | cell-free peptide binding, fluorescence dequenching, 30 min; higher % means a stronger effect | inhibition, % at 20 µM, or IC50 in µM where a hit was titrated | 290,000 tested, 0.3% active; in the data active means inhibition mostly above about 52%, no sharp cut-off; inactive means mostly below about 76%; further: some results filed as inactive read as strong as hits
# NTR1 agonist cell count 20 µM – second read-out of NTR1 agonist, no call of its own (marks repeat the call); cell count; measured here: cell count, cytotoxicity flag
# Dengue-2 NS5 capping pilot replicate – also measured in Dengue-2 NS5 capping; calls as there; inhibition, %; measured here: pilot screen replicate inhibition
# * marks the source's active call; other numbers are inactive results; i = inactive; ? = inconclusive; nt = not tested or not shown; [ ] = remark or other dose.
SMILES,NTR1 agonist,NTR1 agonist cell count 20 µM,AID2073,K1F lysis inhibition,GPR55 activation,GPR35 antagonists,GPR55 antagonists,Dengue-2 NS5 capping,SIAH1 antagonists,HIV fusion peptide,others
O=S(=O)(c1ccc(Br)s1)N1CCC2(CC1)OCCO2,-0.1,61,5%,2.0%[50 µM],-0.1%,9%,28%,-3%,4%,-0.6%,
Cn1cccc1CC(=O)N/N=C\c1cccs1,-1.3,28,0%,1.0%,-0.1%,6%,5%,4%,-3%,-0.4%,
CCOC(=O)N1CCN(C(=O)c2ccc(OC)c(OC)c2)CC1,-2.6,54,28%,4.3%,-0.1%,5%,12%,0%,1%,2.3%,
COc1cccc(C2CC(c3ccccc3C)n3nc(N)nc3N2)c1 (stereo unspecified),20,58,-5%,9.0%,-0.3%,-12%,0%,-1%,0%,0.6%,
COc1ccc(C(=O)Nc2cc(=O)[nH]c3ncnn23)cc1,0.3,64,7%,0.1%,0.3%,-10%,0%,-5%,4%,0.8%,
O=C(CC1CCCCC1)N1CCC(c2nc(-c3ccc(S(=O)(=O)N4CCCC4)cc3)no2)CC1,1.1,56,3%,3.9%,-0.1%,19%,-25%,-1%,4%,2.7%,
C=CCn1c(N)cc(=O)nc1SCC(=O)NC(C)c1ccccc1 (stereo unspecified),1.7,51,2%,-0.1%,0.5%,10%,-16%,1%,-1%,-1.3%,
NS(=O)(=O)c1ccc2nc(NC(=O)CS(=O)(=O)c3ccccc3)sc2c1,-0.3,60,6%,0.1%,-0.3%,-9%,13%,-9%,-3%,1.3%,
COc1ccccc1N1CCN(C(=O)CN(c2ccc(C)c(C)c2)S(C)(=O)=O)CC1,-0.2,53,-1%,0.1%,0.0%,-4%,4%,1%,-1%,1.5%,Dengue-2 NS5 capping pilot replicate=-3.6
O=C1CCCc2nc(N3CCN(C(=O)c4ccco4)CC3)ncc21,-0.9,66,22%,1.5%[50 µM],-0.2%,-4%,14%,-1%,1%,2.3%,
O=C(NCCn1ccc2ccccc21)c1ccc2c(c1)OCO2,0.4,91,-2%,3.8%,-0.1%,-10%,-7%,1%,2%,-2.2%,
COc1ccc(C)cc1S(=O)(=O)NC1CCCCC1C (stereo unspecified),0.3,44,-4%,0.7%,-0.1%,-2%,-8%,0%,4%,0.3%,
CCOC(=O)c1ccc(NC(=O)Nc2ccc(OC)c(OC)c2)cc1,-0.8,72,-2%,-0.5%,-0.1%,5%,0%,-10%,-6%,-1.3%,
O=C(NCc1ccc(Cl)cc1)N1CCN(Cc2ccccc2)CC1,-0.5,70,8%,1.2%,0.6%,-25%,0%,-5%,-1%,-0.1%,
CCCN(CCC)CCNC(=O)c1cn(C)c(=O)c2c1c1ccccc1n2C,0.9,97,6%,-0.3%,-0.1%,-2%,0%,-3%,4%,1.3%,
Cc1ccc(Cl)cc1N1CCN(Cc2cc(=O)n3ccsc3n2)CC1,6.9,52,?,1.2%,-0.4%,-18%,-21%,-2%,-3%,0.7%,
CCOC(=O)CN(C(=O)COc1nc(-c2ccccc2)cc(C)c1C#N)c1ccc(C)cc1,5.1,65,11%,3.2%,-0.2%,-11%,8%,10%,7%,-0.9%,
Cn1c(SCC(=O)c2ccc3c(c2)OCCO3)nnc1C(F)(F)F,-0.9,56,-31%,1.1%,0.0%,-7%,-8%,-7%,-1%,-3.2%,
CCOc1ccc(N2CC(C(=O)NCc3ccccc3)CC2=O)cc1 (stereo unspecified),3.5,56,10%,0.2%,0.4%,3%,-2%,-5%,2%,-1.5%,
CC(C)(C)c1ccc(C(=O)CSc2n[nH]c(=O)[nH]c2=O)cc1,2.1,68,-3%,i,-0.2%,-2%,1%,5%,2%,4.1%,
CCOC(=O)c1cn(CC)c2cc(Cl)c([N+](=O)[O-])cc2c1=O,-0.9,64,3%,0.0%,-0.1%,-17%,5%,2%,4%,0.7%,
Nc1cccnc1Sc1ccc([N+](=O)[O-])cn1,nt,nt,-12%,0.2%,0.1%,8%,7%,7%,8%,2.2%,
COc1cccc(CNC(=O)CC2C(=O)NCCN2CCCc2ccccc2)c1 (stereo unspecified),0.8,48,1%,0.3%,-0.2%,15%,-6%,-9%,3%,-2.0%,
C=COC(=O)CSc1snc(SCC(=O)OC)c1C#N,0.9,56,-7%,0.0%,-0.1%,-36%,6%,-26%,2%,0.5%,
CC(=O)NC(CC(=O)NC12CC3CC(CC(C3)C1)C2)c1ccccc1 (stereo unspecified),2.1,49,5%,-0.2%,0.9%,-11%,7%,-7%,8%,-2.1%,
O=C(NCCc1ccccc1F)C1CCC(=O)N(CCCN2CCCC2=O)C1 (stereo unspecified),-0.8,57,45%,-0.2%,1.0%,2%,-8%,-15%,-1%,-0.3%,
CN1c2ccc(C=O)c3c(C=O)ccc(c23)N(C)C1(C)C,1.7,99,10%,0.0%,-0.1%,11%,10%,?,4%,32%,
Cc1ccccc1NC(=O)/C=C/c1cccs1,1.3,59,-4%,0.7%,0.6%,5%,-14%,-3%,-2%,2.5%,
CC1CCCCN1S(=O)(=O)c1cnc(Cl)c(Br)c1 (stereo unspecified),18,52,10%,1.7%[50 µM],-0.3%,48%,41%,-1%,2%,0.7%,
CCN(CC)C(=O)C(=O)N/N=C/c1ccc(C(=O)O)cc1,-0.8,49,2%,3.0%,-0.3%,-13%,-15%,-6%,-2%,0.0%,

# Entries from the list above with bromine, in the order listed:
SMILES,NTR1 agonist,NTR1 agonist cell count 20 µM,AID2073,K1F lysis inhibition,GPR55 activation,GPR35 antagonists,GPR55 antagonists,Dengue-2 NS5 capping,SIAH1 antagonists,HIV fusion peptide,others
O=S(=O)(c1ccc(Br)s1)N1CCC2(CC1)OCCO2,-0.1,61,5%,2.0%[50 µM],-0.1%,9%,28%,-3%,4%,-0.6%,
CC1CCCCN1S(=O)(=O)c1cnc(Cl)c(Br)c1 (stereo unspecified),18,52,10%,1.7%[50 µM],-0.3%,48%,41%,-1%,2%,0.7%,

# Ordered by molecular weight (descending): part of the list above
SMILES,NTR1 agonist,NTR1 agonist cell count 20 µM,AID2073,K1F lysis inhibition,GPR55 activation,GPR35 antagonists,GPR55 antagonists,Dengue-2 NS5 capping,SIAH1 antagonists,HIV fusion peptide,others
CCN(CC)C(=O)C(=O)N/N=C/c1ccc(C(=O)O)cc1,-0.8,49,2%,3.0%,-0.3%,-13%,-15%,-6%,-2%,0.0%,
CN1c2ccc(C=O)c3c(C=O)ccc(c23)N(C)C1(C)C,1.7,99,10%,0.0%,-0.1%,11%,10%,?,4%,32%,
Cc1ccccc1NC(=O)/C=C/c1cccs1,1.3,59,-4%,0.7%,0.6%,5%,-14%,-3%,-2%,2.5%,

# (cont.)
SMILES,NTR1 agonist,NTR1 agonist cell count 20 µM,AID2073,K1F lysis inhibition,GPR55 activation,GPR35 antagonists,GPR55 antagonists,Dengue-2 NS5 capping,SIAH1 antagonists,HIV fusion peptide,others
COc1ccc(/C(C)=N/OCC(=O)N=Nc2c(O)[nH]c3ccccc23)cc1,8.5,67,-1%,7.3%,0.0%,1%,-14%,-3%,12%,-3.0%,
CC1(C)CC(=O)C(N=Nc2ccc(OC(F)F)cc2)=C(O)C1,-0.8,87,-6%,0.3%,0.2%,-3%,3%,11%,15%,0.4%,
COCCCNC(=O)CCCn1c(=O)c2ccccc2n(CC(=O)Nc2c(C)cc(C)cc2C)c1=O,1.2,60,6%,-1.5%,-0.2%,11%,1%,0%,-5%,-1.2%,
CC(NC(=O)C1CC2CCCC(C1)C2=O)c1ccccc1 (stereo unspecified),-1.3,39,10%,0.4%,-0.2%,2%,?,-2%,4%,-1.7%,
Cc1ccc(-c2cc([C@H]3[C@H]4C=CC[C@@H](C)[C@@H]4C(=O)N3Cc3ccccc3)ccc2F)cc1,-4.7,99,-2%,1.4%,-0.1%,-3%,3%,-5%,-2%,0.3%,
S=C(Nc1ccc(N2CCOCC2)cc1)Nc1ccc2snnc2c1,2.8,38,30%,0.0%,-0.3%,15%,8%,15%,-2%,-3.2%,
O=C(NCCc1cn2ccccc2n1)c1ccc(Br)o1,1.3,63,7%,-0.5%,-0.1%,-7%,10%,1%,-1%,3.5%,
CCOc1ccc(CN(C)CC(=O)Nc2cccc3ccccc23)cc1OC,3.4,69,-1%,0.6%,1.4%,7%,7%,-1%,10%,2.0%,
CCC(C)[C@H](NC(=O)NCc1ccccc1Cl)C(=O)O (stereo partly specified),0.1,88,0%,5.2%,0.0%,-6%,31%,2%,3%,1.6%,
O=C(Nc1ccc(S(=O)(=O)Nc2ncccn2)cc1)c1ccco1,-2.2,81,3%,-0.4%,0.6%,8%,-5%,-2%,-4%,1.8%,
CCn1cnc2sc(C(=O)N3CCN(c4ccc(OC)cc4)CC3)c(C)c2c1=O,0.6,49,7%,2.7%,0.0%,4%,29%,1%,1%,0.4%,
O=C(NC(=S)N1CCN(C(c2ccccc2)c2ccccc2)CC1)c1ccc(S(=O)(=O)N2CCOCC2)cc1,2.4,37,20%,-0.2%,-0.2%,0%,3%,1%,1%,2.3%,
Cc1cc(C)n(-c2ccc(C(=O)Nc3sccc3C(N)=O)cc2)n1,3.7,56,13%,0.3%,-0.1%,18%,1%,-11%,-4%,0.0%,
CCc1sc(C(C2C(=O)CC(C)(C)CC2=O)C2C(=O)CC(C)(C)CC2=O)cc1[N+](=O)[O-],33,87,56%,0.2%,-0.1%,2%,-6%,16µM*,4%,47%,

# A run of entries from the list above:
SMILES,NTR1 agonist,NTR1 agonist cell count 20 µM,AID2073,K1F lysis inhibition,GPR55 activation,GPR35 antagonists,GPR55 antagonists,Dengue-2 NS5 capping,SIAH1 antagonists,HIV fusion peptide,others
O=C(Nc1ccc(S(=O)(=O)Nc2ncccn2)cc1)c1ccco1,-2.2,81,3%,-0.4%,0.6%,8%,-5%,-2%,-4%,1.8%,
CCn1cnc2sc(C(=O)N3CCN(c4ccc(OC)cc4)CC3)c(C)c2c1=O,0.6,49,7%,2.7%,0.0%,4%,29%,1%,1%,0.4%,
O=C(NC(=S)N1CCN(C(c2ccccc2)c2ccccc2)CC1)c1ccc(S(=O)(=O)N2CCOCC2)cc1,2.4,37,20%,-0.2%,-0.2%,0%,3%,1%,1%,2.3%,
